MEP2 TOR yeast – modulators of TOR pathway MEP2-GFP in S. cerevisiae. S. cerevisiae MEP2-GFP strain, flow cytometry GFP, 3 h; 100% = DMSO control level. GFP response vs DMSO, % at 10 µM. hit rate 0.51% among 330,000. AID 2016;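 active = GFP response versus DMSO above a set limit, roughly screen mean plus 3 SD, cut at about 180% in these data; inconclusive = fewer than 70 cells counted for a yeast strain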;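 also: median GFP fluorescence of the barcode-gated MEP2-GFP cells per well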
EBNA-1 inh – blocks EBNA-1 binding to DNA | EBNA-1 DNA binding, fluorescence polarization | inhibition, % at 14.8 µM | hit rate 0.34% among 300,000; in the data active = inhibition above about 28%
ZTA DNA inh – blocks Epstein-Barr virus ZTA, an EBNA-1 counter-screen; P03206; ZTA-DNA binding, fluorescence polarization; inhibition, % at 11 µM; hit rate 0.15% among 320,000; in the data active = inhibition above about 33%
RPL19A-GFP yeast – yeast TOR pathway RPL19A-GFP modulation; S. cerevisiae RPL19A-GFP strain, flow cytometry, 3 h; hits give low values; percent response vs DMSO, % at 10 µM; hit rate 0.3% among 330,000;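 active = percent response vs DMSO below 50%; inconclusive = fewer than 70 events counted for the yeast strain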;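 also: median channel GFP fluorescence of the barcoded RPL19A-GFP strain; ratio of sample median GFP to plate DMSO average so 100% = DMSO; lower means less RPL19A-GFP as with rapamycin TOR inhibition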
AHR activator – activators of human aryl hydrocarbon receptor; P35869; activation, % at 5 µM; hit rate 2.5% among 320,000; AHR-responsive luciferase reporter cells, luminescence; AID 2796; in the data active = activation above about 47%;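 also: 0% = vehicle wells and 100% = reference agonist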
procasp7 counter – counter-screen for procaspase-3 activators: activators of human procaspase-7 | hit rate 0.093% among 330,000 | activation, % at 8.5 µM | recombinant procaspase-7, Ac-DEVD-pNA absorbance 405 nm; D23A/D198A/D206A triple mutant, cannot self-cleave; scale: DMSO 0, 5 µM enzyme 100;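 active = percent activation above the screen-wide mean plus 3 SD, cut at about 25% in these data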
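Assay system: Uncleavable procaspase-7 mutant enzyme | Input: 2 µM procaspase-7 mutant as dispensed | Timing: 1 h compound preincubation, 2 h substrate cleavage, 25 °C | Repeats: One well per compound | Control set: DMSO wells as 0%, DMSO with 5 µM added PC-7 as 100% | Technique: Epi-absorbance of released pNA at 405 nm, two timepoints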
procasp3 activ – activates human procaspase-3 | P42574 | recombinant procaspase-3 D3A, Ac-DEVD-pNA absorbance 405 nm | activation, % at 8.5 µM | hit rate 0.11% among 330,000;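 active = activation above the mean of all tested compounds plus 3 SD, cut at about 21% in these data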;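 also: 0% = DMSO alone and 100% = DMSO wells spiked with extra 5 µM PC-3 D3A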
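Assay system – Procaspase-3 D3A mutant · Benchmarks – DMSO low control, extra-enzyme high control · Technique – 405 nm absorbance of p-nitroaniline, reads at 0 and 120 min · Doses – 8.5 µM nominal · Measure – % activation between DMSO and enzyme-spiked controls · Also added – Ac-DEVD-pNA chromogenic peptide substrate · Schedule – 1 h compound preincubation, 2 h substrate hydrolysis at 25 °C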
LAP4-GFP MLPCN – alters LAP4-GFP fluorescence in TOR pathway yeast screen. S. cerevisiae LAP4-GFP multiplex, flow cytometry GFP, 3 h; median GFP as percent of DMSO wells. GFP response vs DMSO, % at 10 µM. hit rate 0.34% among 320,000. AID 2023;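 active = GFP response vs DMSO above a set limit, about the screen mean plus 3 SD, cut at about 150% in these data; inconclusive = under 70 cell events counted for the yeast strain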
Starred values were filed as active, the others as inactive; ? = inconclusive; · = not tested or not shown. The order is random; any-hit rate near 3.8%.

SMILES	MEP2 TOR yeast	EBNA-1 inh	ZTA DNA inh	RPL19A-GFP yeast	AHR activator	procasp7 counter	procasp3 activ	LAP4-GFP MLPCN
CC(C)c1nc2ccccc2n1CC(O)COC1CCCCC1 (stereo unspecified)	101	9	16	95	1	6	-1	106
O=C1NC2(CCCCCC2)C(=O)N1Cc1ccc(Cl)cc1Cl	101	-2	0	100	-1	10	-4	94
C=CCc1ccccc1OCC(O)CNC(=O)c1ccccc1C(=O)O (stereo unspecified)	119	2	-3	105	2	1	-1	109
Cc1[nH]n(-c2ccccc2)c(=O)c1N=Nc1ccccc1C(=O)N1CCCCC1	99	-1	-15	94	1	1	2	107
COC(=O)c1ccc(C2Nc3ccccc3NC3=C2C(=O)CC(C)(C)C3)cc1 (stereo unspecified)	107	18	1	105	1	14	-9	92
Cc1ccc(OCC(=O)NS(=O)(=O)c2ccc(Cl)cc2)cc1	98	13	2	100	0	-5	-5	91
CCn1c(CN(C)c2ccccc2)nc2ccccc21	110	-10	-3	107	22	0	10	96
Cc1ccc2cccc(OCC(=O)NCc3ccco3)c2n1	100	9	7	103	8	-6	-1	93
O=c1c2cc(N3CCOCC3)ccc2[nH]c(=S)n1Cc1ccccn1	103	2	-12	103	10	-10	-2	105
FC(F)(F)c1cccc(Cn2c3[n+](c4ccc(C(F)(F)F)cc42)CCCCC3)c1	108	5	13	111	-1	6	-2	102
COc1cc(NC(=O)Nc2ccccc2)c(OC)cc1NC(=O)CN1CCCCC1	89	-6	-19	88	4	7	4	80
CCOc1ccc(OCC)c(NC(=O)CC2Oc3ccccc3NC2=O)c1 (stereo unspecified)	100	0	-8	102	25	3	8	99
COc1cc2ccccc2cc1C(=O)NNC(=O)c1ccccc1O	95	-2	16	101	33	-5	6	60
O=C1Nc2ccccc2N(O)N1c1cc(-c2ccc(Cl)cc2)[nH]n1	103	-2	-1	102	4	-6	-7	98
Cc1ccccc1S(=O)(=O)Cc1ccc(C(=O)NC2CC2)o1	106	5	-15	97	0	-2	5	99
O=C(Nc1ncccn1)c1ccc([N+](=O)[O-])o1	101	16	11	92	6	-70	-44	125
CC(CNC(=O)CCC(=O)N1CCOc2ccccc21)c1ccccc1 (stereo unspecified)	100	1	-8	97	0	2	3	98
Cc1ccccc1Nc1nnc(SCC(=O)N(C)C2CCS(=O)(=O)C2)s1 (stereo unspecified)	100	2	-8	101	1	0	-2	92
CCC(=O)N1CCc2cc(S(=O)(=O)NCCC(=O)N3CCN(c4ccccn4)CC3)ccc21	105	-4	-10	101	1	1	-6	104
O=C(Cc1cn(-c2ccccc2)nc1-c1ccccc1)N1CCCCC1	108	-9	-3	104	9	0	3	81
COc1ccccc1-c1ccc(NC2CCCC2)nn1	108	9	1	76	2	-3	-3	87
COc1cccc(N2CCN(C(=O)c3oc4ccccc4c3NC(=O)Cc3ccc(OC)c(OC)c3)CC2)c1	105	-7	-1	106	0	-6	4	114
O=S(=O)(Nc1ccc2oc(-c3ccccc3)nc2c1)c1ccccc1	?	5	-2	?	-14	4	2	?
CCn1cc(CNCc2cn[nH]c2-c2cc3ccccc3o2)cn1	97	5	10	93	3	5	-3	88
NC(=O)CC(NSc1ccccc1[N+](=O)[O-])C(=O)O (stereo unspecified)	97	-1	0	93	2	-30	-14	138
COc1cccc(OCC(=O)NNC(=O)C(=O)N2CCCC2)c1	109	3	-6	102	-3	7	7	98
Cc1c(CCO)c(=O)[nH]n1S(=O)(=O)c1ccccc1	99	3	19	96	0	11	7	110
CCOc1ccc(-c2nc(CSCC(=O)NCCCN3CCCC3=O)c(C)o2)cc1	102	-3	-5	99	-5	-6	-1	97
Cc1cccc(S(=O)(=O)Nc2nc3ccccc3nc2NCc2ccc3c(c2)OCO3)c1	102	-5	3	102	1	-3	2	101
CC(=O)C1=C(O)C(=O)N(C)C1c1ccccc1[N+](=O)[O-] (stereo unspecified)	102	-8	-10	101	36	-19	-23	·
C=CCOC(=O)CSCC(NC(=O)OC(C)(C)C)C(=O)OCC (stereo unspecified)	96	-12	3	92	-9	11	6	96
COc1cccc(-c2nc3ccccc3c(=O)o2)c1	105	7	-5	103	6	-4	7	98
COC(=O)C1CCCN1S(=O)(=O)c1ccccc1NC(=O)c1cc(OC)c(OC)c(OC)c1 (stereo unspecified)	103	9	4	98	1	7	1	93
COc1ccc(C2=NOC(C(=O)Nc3cc(C)nn3-c3ccccc3)C2)cc1OC (stereo unspecified)	110	-6	-7	105	8	-3	1	113
COc1cc2c(cc1OC)C(C(C)C)=NC(C)(C)C2	104	-1	-10	105	0	5	-3	105
O=C(CCN1CCN(C/C=C/c2ccccc2)CC1)Nc1ccccc1F	101	5	-11	103	4	-6	-12	96
COc1ccc(CCn2c(N)c(C#N)c3nc4ccccc4nc32)cc1OC	102	-1	-16	102	21	-30	-13	98
CC(C)C1N=C2c3ccccc3N=C(SCC(=O)c3ccc(O)c(O)c3)N2C1=O (stereo unspecified)	101	6	-25	99	5	-15	-3	100
C#CCOc1ccc(/C=C2/C(=O)ON=C2C)cc1Br	99	-11	-1	108	4	-7	-2	100
Nc1c(NCCC2=CCCCC2)c(=O)[nH]c(=O)n1Cc1ccccc1	93	-9	-1	91	8	-6	4	87
O=C(CSCC(=O)OCC(=O)c1ccc(Br)cc1)Nc1ccc(Br)cc1	99	-5	-17	95	29	9	3	96
O=C(CSc1nnnn1C1CCCC1)N1CCCc2ccccc21	105	-12	-11	102	7	-3	-3	99
Cc1sc2nc(CN(Cc3cccs3)C(=O)NC3CCCCC3)[nH]c(=O)c2c1C	85	-7	3	96	65*	-12	-7	92
CCOCCn1c(SCc2ccc(F)cc2)nc2c1c(=O)[nH]c(=O)n2C	106	0	-5	105	-1	12	3	117
Cc1ccc(CSCc2ccc(C(=O)NCCCN3CCOCC3)o2)cc1	104	0	3	99	1	13	0	94
O=C(Cc1ccccc1)NCC(=O)OC(c1ccccc1)c1ccccc1	100	-2	-1	105	-3	-11	7	86
O=C(O)CN1C(=O)CC(c2ccccc2)CC1=O	108	-19	-1	98	-1	-4	-5	97
CC(C)(C)CN1CCC(n2nccc2NC(=O)c2ccccc2Cl)CC1	98	5	0	98	0	3	2	105
COc1ccc(C(CC(=O)O)NC(=O)COc2ccc(C)cc2)cc1OC (stereo unspecified)	99	1	-9	102	4	9	4	104
CC(=O)Oc1ccc(-c2ccc(C(=O)OCC(=O)c3c(N)n(C)c(=O)n(C)c3=O)cc2)cc1	94	·	·	94	-3	11	4	100
COc1ccc2c(c1)c(CC(=O)Nc1nnc(C3CC3)s1)c(C)n2C(=O)c1ccc(Cl)cc1	108	3	-1	113	11	6	-7	123
Cc1cc(NC(=O)COC(=O)[C@H](C)NC(=O)c2ccccc2)no1	96	-10	-10	93	0	-3	3	89
COc1cccc(C(=O)N[C@@H](CCSC)c2nc3ccccc3[nH]2)c1	105	-1	17	95	0	4	9	111
O=[N+]([O-])c1cc2c(cc1/C=N\NS(=O)(=O)c1ccccc1)OCO2	103	-12	15	95	-5	-16	-16	112
Cc1nnc(N/N=C/c2cccc(OCc3ccc(Cl)c(Cl)c3)c2)n1N	100	-1	15	100	33	2	-15	88
COc1cc2c(C(=O)N3CCCc4ccccc43)cn(C)c(=O)c2cc1OC	101	-5	-4	100	3	3	2	100
Cc1cccc2c1nc(-c1ccccc1)n1nnnc21	112	11	20	107	57*	-1	6	116
CC(=O)N1c2ccc(S(=O)(=O)N3CCC(C(=O)NCCc4ccc(Cl)cc4)CC3)cc2CC1C (stereo unspecified)	106	12	10	99	0	3	3	101
O=C(CN(c1ccccc1F)S(=O)(=O)c1ccccc1)Nc1ccccc1C(=O)N1CCOCC1	99	-8	-2	95	0	5	1	94
CCCCn1c(N)c(N(CCOC)C(=O)CSCc2cccc(C)c2)c(=O)[nH]c1=O	98	0	-6	101	-1	-3	3	107

Next part:
SMILES	MEP2 TOR yeast	EBNA-1 inh	ZTA DNA inh	RPL19A-GFP yeast	AHR activator	procasp7 counter	procasp3 activ	LAP4-GFP MLPCN
CC1CCN(C(=O)Cn2nc(C(F)(F)F)c3c2CCCC3)CC1	103	2	-1	103	5	-8	7	102
CC(=O)c1ncnn1CC(=O)c1ccc(Cl)cc1Cl	89	-6	-4	94	4	-9	3	90
Cc1ccccc1OCCSc1nc2ncnc(N)c2[nH]1	95	3	4	100	5	-4	10	96
CCCn1c(CN2CCN(C(=O)OCC)CC2)nc2c1c(=O)n(C)c(=O)n2C	102	-18	-5	101	-1	2	-2	100
CCOc1ccc(-n2c(CCc3ccccc3)n[nH]c2=S)cc1	108	-9	11	106	7	-30	-12	90
CCc1cc(=O)oc2cc(OC3CCCCC3=O)ccc12 (stereo unspecified)	106	17	17	110	6	9	3	99
CCc1cc(CNC(=O)CC2C(=O)NCCN2CC2CCCCC2)on1 (stereo unspecified)	108	0	4	108	0	8	-3	91
CCCCN1C(=O)CC(Sc2ccccc2C(=O)O)C1=O (stereo unspecified)	102	1	4	102	-3	-29	-1	99
CCOC(=O)c1c(C)[nH]c(C(=O)/C(C#N)=C/c2ccc(OCC)cc2)c1C	104	-6	0	104	5	4	9	95
O=C1CN(C(=O)COC(=O)CCC(=O)c2ccc3c(c2)OCCO3)c2ccccc2N1	103	8	1	100	1	6	-2	100
Nc1nc(Nc2ccccc2)n[nH]1	106	-5	9	104	3	-5	-5	102
COc1ccc(/C=N/NC(=O)c2nnn(-c3nonc3N)c2-c2cccs2)cc1OC	101	-8	-15	99	4	10	-235	98
CN(C)c1oc(-c2ccc(Cl)cc2)nc1S(=O)(=O)c1ccccc1	101	7	5	105	-2	2	0	92
CCN(Cc1cccc(F)c1)C(=O)c1ccc2ccccc2n1	105	3	0	103	8	-6	8	98

An excerpt from above in order of SMILES length, smallest number first:
SMILES	MEP2 TOR yeast	EBNA-1 inh	ZTA DNA inh	RPL19A-GFP yeast	AHR activator	procasp7 counter	procasp3 activ	LAP4-GFP MLPCN
Nc1nc(Nc2ccccc2)n[nH]1	106	-5	9	104	3	-5	-5	102
Cc1ccccc1OCCSc1nc2ncnc(N)c2[nH]1	95	3	4	100	5	-4	10	96
CCc1cc(=O)oc2cc(OC3CCCCC3=O)ccc12 (stereo unspecified)	106	17	17	110	6	9	3	99
CCCCN1C(=O)CC(Sc2ccccc2C(=O)O)C1=O (stereo unspecified)	102	1	4	102	-3	-29	-1	99
CCN(Cc1cccc(F)c1)C(=O)c1ccc2ccccc2n1	105	3	0	103	8	-6	8	98
CCOc1ccc(-n2c(CCc3ccccc3)n[nH]c2=S)cc1	108	-9	11	106	7	-30	-12	90
CC1CCN(C(=O)Cn2nc(C(F)(F)F)c3c2CCCC3)CC1	103	2	-1	103	5	-8	7	102
CN(C)c1oc(-c2ccc(Cl)cc2)nc1S(=O)(=O)c1ccccc1	101	7	5	105	-2	2	0	92
COc1ccc(/C=N/NC(=O)c2nnn(-c3nonc3N)c2-c2cccs2)cc1OC	101	-8	-15	99	4	10	-235	98
CCOC(=O)c1c(C)[nH]c(C(=O)/C(C#N)=C/c2ccc(OCC)cc2)c1C	104	-6	0	104	5	4	9	95
O=C1CN(C(=O)COC(=O)CCC(=O)c2ccc3c(c2)OCCO3)c2ccccc2N1	103	8	1	100	1	6	-2	100

Bioassay records: PubChem, several laboratories
